Assay outcomes from PubChem.
UBC13 polyUb: UBC13 polyubiquitin chain formation inhibitors, primary screen, biochemical, TR-FRET, uHTS; Ubiquitin-conjugating enzyme E2 N (Homo sapiens), P61088; inhibition, % at 20 µM; 0.47% of 330,000 active; in the data active = inhibition above about 45%, passing the limit was not always enough; inconclusive = no clear call, values can overlap the other calls
CCR6 antagonist: CCR6 receptor antagonists, primary screen, cell-based, CHO-K1, luminescence, beta-arrestin, uHTS; CHO-K1 CCR6 PathHunter beta-arrestin, CCL20-stimulated; C-C chemokine receptor type 6 (Homo sapiens), P51684; 0.49% of 340,000 active; AID 493098, 2011; inhibition, % at 20 µM;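 active = compounds whose inhibition of the agonist-driven luminescence signal at 20 µM reaches about 50%, limit read from the data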;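 also: cells stimulated with CCL20 at 14 nM final; plate controls were DMSO with CCL20 for no effect and DMSO without agonist for full effect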
Jurkat NFkB inh: inhibitors of induced NF-kB luciferase reporter, primary screen, TCR NF-kB activation inhibitor project, cell-based, luminescence, uHTS | Jurkat, PMA/ionomycin-induced NF-kB luciferase reporter | 0.53% of 330,000 active | inhibition, % at 4 µM
EBI2 block: EBI2 receptor antagonists, beta-arrestin recruitment, primary screen, cell-based, luminescence, 7a,25-OHC stimulation, uHTS; inhibition, % at 5 µM; 0.81% of 360,000 active; G-protein coupled receptor 183 (Homo sapiens), P32249; 7a,25-OHC stimulated; in the data active = inhibition above about 38%;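 also: enzyme fragment complementation signal reports receptor beta-arrestin coupling in cells; 0% = agonist plus DMSO wells and 100% = wells without agonist; some results beyond the cut were filed as inactive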
697 NFkB inh: inhibitors of PMA/ionomycin-induced NF-kB reporter, 697 cells, primary screen, B-cell NF-kB inhibitor project, cell-based, luminescence, uHTS. 0.33% of 330,000 active. inhibition, % at 4 µM. AID 435022, 2010. 697 B-cell NF-kB luciferase reporter, 16 h; in the data active = inhibition above about 35%
Gli-Sufu block: Gli-Sufu pathway antagonists, primary screen, luciferase luminescence, Sufu-KO-LIGHT cells, uHTS. 0.74% of 340,000 active. Sufu-KO-LIGHT fibroblasts, Gli luciferase reporter luminescence. AID 588413, 2011. inhibition, % at 5 µM;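 active = inhibition above about 55%, limit read from the data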;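 also: 0% = DMSO-treated cells and 100% = wells with medium but no cells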
Apaf1 inhib: inhibitors of human Apaf-1 apoptosome, primary screen, biochemical, DEVD-Rh110 fluorescence, uHTS | Apoptotic protease-activating factor 1 (Homo sapiens), O14727 | reconstituted apoptosome caspase-3 activity | 0.71% of 330,000 active | inhibition, % at 20 µM; active = inhibition of at least 40% at 20 µM;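 also: plate controls were DMSO wells for no effect and DEVD-CHO caspase inhibitor wells for full effect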
Target sequence (O14727 whole entry, looked up): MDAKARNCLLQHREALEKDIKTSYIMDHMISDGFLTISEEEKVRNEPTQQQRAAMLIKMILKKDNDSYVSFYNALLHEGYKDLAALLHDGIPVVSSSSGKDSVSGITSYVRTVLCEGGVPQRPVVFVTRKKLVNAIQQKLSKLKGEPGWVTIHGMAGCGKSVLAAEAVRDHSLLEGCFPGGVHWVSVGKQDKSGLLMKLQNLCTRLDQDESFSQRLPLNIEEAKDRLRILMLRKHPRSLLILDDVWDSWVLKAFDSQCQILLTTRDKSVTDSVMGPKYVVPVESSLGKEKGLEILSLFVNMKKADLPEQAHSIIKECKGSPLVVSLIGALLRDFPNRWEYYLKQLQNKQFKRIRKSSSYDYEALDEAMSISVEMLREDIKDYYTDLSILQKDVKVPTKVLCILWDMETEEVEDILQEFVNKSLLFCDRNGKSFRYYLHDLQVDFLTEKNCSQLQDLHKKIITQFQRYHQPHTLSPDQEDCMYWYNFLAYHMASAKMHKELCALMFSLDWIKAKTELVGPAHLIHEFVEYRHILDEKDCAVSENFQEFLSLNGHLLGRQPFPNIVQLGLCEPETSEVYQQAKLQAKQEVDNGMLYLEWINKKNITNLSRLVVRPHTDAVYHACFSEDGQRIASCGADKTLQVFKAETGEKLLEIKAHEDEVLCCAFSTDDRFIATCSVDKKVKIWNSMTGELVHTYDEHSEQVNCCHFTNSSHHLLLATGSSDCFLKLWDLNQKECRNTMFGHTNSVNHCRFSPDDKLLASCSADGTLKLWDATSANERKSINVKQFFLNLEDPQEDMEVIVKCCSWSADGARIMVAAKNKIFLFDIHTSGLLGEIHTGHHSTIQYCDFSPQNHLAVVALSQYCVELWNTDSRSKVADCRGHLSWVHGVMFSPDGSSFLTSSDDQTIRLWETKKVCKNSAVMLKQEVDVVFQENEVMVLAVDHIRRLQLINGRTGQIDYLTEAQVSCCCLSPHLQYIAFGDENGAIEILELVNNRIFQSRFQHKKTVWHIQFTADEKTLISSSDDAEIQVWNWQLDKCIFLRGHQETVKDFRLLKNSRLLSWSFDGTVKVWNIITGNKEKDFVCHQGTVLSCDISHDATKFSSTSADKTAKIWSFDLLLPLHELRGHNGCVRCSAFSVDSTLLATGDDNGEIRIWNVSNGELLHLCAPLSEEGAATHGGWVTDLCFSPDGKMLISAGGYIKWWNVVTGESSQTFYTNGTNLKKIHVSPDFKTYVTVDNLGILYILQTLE
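System: Apoptosome proteins | Medium: Hepes pH 7.5 with detergent and BSA | Also added: Cytochrome c trigger plus (Z-DEVD)2-Rh110 caspase-3 substrate | Incubation: 30 min compound preincubation, 50 min activation, room temperature | Detection: Rhodamine 110 fluorescence at Ex 480/Em 540 nm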
SENP8 inh: SENP8 protease inhibitors, primary screen, biochemical, luminescence; Sentrin-specific protease 8 (Homo sapiens), Q96LD8; purified SENP8, Z-RLRGG-aminoluciferin cleavage; inhibition, % at 10 µM; 1.2% of 330,000 active
Active calls of the source: *; u = inconclusive; x = no result given. Rule as the data show it, unless noted: active = inhibition above about 50%; inactive = the rest.

SMILES	UBC13 polyUb	CCR6 antagonist	Jurkat NFkB inh	EBI2 block	697 NFkB inh	Gli-Sufu block	Apaf1 inhib	SENP8 inh
Cc1ccc(Oc2ccccc2/C=N/O)cc1	-2	10	12	-20	12	-10	-2	7
O=C(NCc1cccnc1)C(=O)Nc1nccs1	-5	x	-1	x	1	x	-8	-10
Cc1ccc(NC(=S)NCCSc2ccc(Cl)cc2)c(C)c1	-15	23	1	14	-4	8	10	-5
CC1CCN(C(=O)COC(=O)CNC(=O)c2ccccc2F)CC1	0	-1	-6	-3	-2	-16	9	-8
O=C(CCNC(=O)c1ccccc1Cl)Nc1cccc(S(=O)(=O)N2CCOCC2)c1	-9	8	-20	-5	-20	-16	4	-8
Cc1nc(SCc2nc3cc(Cl)c(F)cc3[nH]2)c2oc3ccccc3c2n1	-18	22	3	30	8	7	14	-4
CC(=O)Nc1ccc(S(=O)(=O)Nc2cccc3cccnc23)cc1	-27	32	7	-7	4	-4	1	-4
N#Cc1c[nH]n2c(=O)cc(Cc3ccccc3)nc12	-4	1	-6	-7	12	0	7	-17
COc1ccc(NC(=O)CCCC(=O)OCC(F)(F)C(F)F)cc1	u	8	-7	1	1	0	-12	-4
O=C(/C=C/c1ccc(S(=O)(=O)N2CCOCC2)cc1)NC(=S)Nc1ccc(Cl)cc1Cl	-7	36	8	-5	4	-7	8	-1
CCOC(=O)c1[nH]c2cc3c(cc2c1NC(=O)CN1CCCCC1C)OCO3 (stereo unspecified)	6	x	0	x	-5	x	-3	8
COc1ccc(CCOC(=O)c2ccc(N)c([N+](=O)[O-])c2)cc1	5	8	2	13	-27	3	4	-5
Cc1ccc(Nc2nnc(SCC(=O)Nc3cccc(S(=O)(=O)NC4=NCCCCC4)c3)s2)cc1	5	13	-26	-3	-1	-4	12	-6
CN(CC(=O)Nc1ccc(Cl)cc1)C(=O)CCc1c[nH]c2ccccc12	8	0	6	6	12	-40	11	5
CSc1ccc(C(=O)C2CCCN(C(=O)c3ccc4c(c3)no[n+]4[O-])C2)cc1 (stereo unspecified)	-6	-3	-6	-9	4	7	-17	6
COc1ccc(C2CC(c3cccs3)=NN2C(=O)CSc2nc3ccccc3s2)cc1 (stereo unspecified)	11	4	-10	29	-7	2	12	-1
CCOC(=O)Cc1csc(NC(=O)CSc2nnc(-n3nc(C)cc3C)c3ccccc23)n1	6	6	5	4	6	-3	-11	1
CCC1CCCCN1CCCNC(=O)C1CCCN(c2nn3c(=O)cc(C)nc3s2)C1 (stereo unspecified)	-1	11	-13	-5	-12	-8	0	-7
CSc1ccccc1C(=O)N1CCC(CCC(=O)NC2CC2)CC1	0	-5	6	-10	12	3	-6	9
CC1CCN(C(=O)c2ccc(NS(=O)(=O)c3cccs3)cc2)CC1	3	-12	-8	5	6	7	-1	7

Brought forward from above: 3 entries, followed by the next part.
SMILES	UBC13 polyUb	CCR6 antagonist	Jurkat NFkB inh	EBI2 block	697 NFkB inh	Gli-Sufu block	Apaf1 inhib	SENP8 inh
CCC1CCCCN1CCCNC(=O)C1CCCN(c2nn3c(=O)cc(C)nc3s2)C1 (stereo unspecified)	-1	11	-13	-5	-12	-8	0	-7
CSc1ccccc1C(=O)N1CCC(CCC(=O)NC2CC2)CC1	0	-5	6	-10	12	3	-6	9
CC1CCN(C(=O)c2ccc(NS(=O)(=O)c3cccs3)cc2)CC1	3	-12	-8	5	6	7	-1	7
O=C(CNC1CCCCC1)Nc1cc(S(=O)(=O)N2CCOCC2)ccc1Cl	-12	8	2	6	4	5	10	-11
CC(=O)c1cccc(S(=O)(=O)N2CCC(C(=O)NC3CCCC3)CC2)c1	2	-2	-9	0	29	-19	1	-1
CSc1ccccc1NC(=O)COC(=O)c1ccccc1Cc1ccccc1	10	27	3	18	-9	-1	18	-1
COc1ccc(S(=O)(=O)N2Cc3ccccc3CC2C(=O)Nc2nccs2)cc1 (stereo unspecified)	1	16	-138	-1	-50	-7	-2	-5
Cc1ccc(OCC(=O)OCC(=O)NC2CC2)cc1C	-14	0	-7	-4	-15	4	11	-1
CC(C)(C)Cc1nnc(NC(=O)Cc2ccc([N+](=O)[O-])cc2)s1	7	-7	15	-14	-15	-1	12	0
O=P(Cc1ccncc1)(c1ccccc1)c1ccccc1	5	6	-2	-11	15	7	-4	-2
O=C(NCCc1ccncc1)c1ccc2nc(Cc3cccc(Cl)c3)oc2c1	7	-2	6	-17	-15	0	0	-5
COc1cc(/C=C2\SC(N3CCCCC3)=NC2=O)cc(OC)c1OC	5	13	-14	16	11	4	7	-8
COc1cccc(OCC(O)CN2CCC(C)CC2)c1 (stereo unspecified)	2	-15	4	2	16	-12	1	-1
Cc1ccc2nc(-c3cccc(NS(C)(=O)=O)c3)cc(-c3ccccc3)c2c1	5	17	-1	21	6	-6	18	1
Cc1cc(C(=O)NCCN2C(=O)S/C(=C\c3cccs3)C2=O)ccc1[N+](=O)[O-]	-10	8	4	3	6	-4	19	0
CCS(=O)(=O)N1CCC(C(=O)N2CCc3ccccc3C2)CC1	4	3	-6	-19	-10	-11	2	1
CS(=O)(=O)N1CCCC(C(=O)N2CCc3ccccc3C2)C1 (stereo unspecified)	9	-2	-4	1	-4	55	3	-8
CC(=O)c1cc2c(cc1NC(=O)Cn1nc(C)c(C)c(C#N)c1=O)OCO2	-8	10	5	3	20	-1	-3	-5
CCN(CC)CCNC(=O)C1c2ccccc2Oc2ccccc21	0	11	-7	-10	-23	2	10	6
Cc1cc2ccccc2n2c(SCC(=O)N3CCc4ccccc4C3)nnc12	-8	-1	-14	5	-39	2	8	6
COc1ccc(NC(=O)c2sc3nc(C)nc(N4CCN(c5ccccn5)CC4)c3c2C)cc1Cl	38	18	4	23	-17	-6	11	-2
CN(C)CCCNC(=O)/C(=C\C=C\c1ccccc1)NC(=O)c1ccc([N+](=O)[O-])cc1	5	6	7	-5	3	7	-21	9
COc1ccc(/C=C/C(=O)c2ccc([N+](=O)[O-])o2)cc1	-33	-2	8	-20	1	-8	3	-4

Reformatted with values under each structure: 2 of the compounds above.
Each structure is followed by: UBC13 polyUb, CCR6 antagonist, Jurkat NFkB inh, EBI2 block, 697 NFkB inh, Gli-Sufu block, Apaf1 inhib, SENP8 inh
COc1cccc(OCC(O)CN2CCC(C)CC2)c1 (stereo unspecified)
 : 2, -15, 4, 2, 16, -12, 1, -1
COc1ccc(/C=C/C(=O)c2ccc([N+](=O)[O-])o2)cc1
 : -33, -2, 8, -20, 1, -8, 3, -4

The results go on.
SMILES	UBC13 polyUb	CCR6 antagonist	Jurkat NFkB inh	EBI2 block	697 NFkB inh	Gli-Sufu block	Apaf1 inhib	SENP8 inh
Cc1ccc(CCNC(=O)c2ccc3nc4ccccc4c(=O)n3c2)cc1	15	7	5	-1	-16	0	19	-1
Cc1ccc(S(=O)(=O)N(CC(=O)N2CCOCC2)CC(=O)N2CCOCC2)cc1	3	-1	-5	-11	-17	-2	1	0
O=C(Nc1cccc(F)c1)c1cc(S(=O)(=O)N2CCOCC2)cs1	3	1	16	8	9	6	-1	0
CCCC(=O)Nc1nnc(-c2ccccc2)o1	-2	-9	9	-5	2	5	6	-2
Cc1cc(OCC(=O)N(Cc2ccco2)C2CCS(=O)(=O)C2)ccc1Cl (stereo unspecified)	2	6	8	3	-7	3	8	-4
O=C(c1cccnc1)N1CCN(c2c(Cl)cccc2[N+](=O)[O-])CC1	-2	10	-2	-28	-48	-9	8	-1
COc1ccc(C(OC(=O)c2c(C)noc2C)C(=O)NC2CCCC2)cc1 (stereo unspecified)	2	3	1	-5	8	2	-20	0
O=C(CCC1CCCN(C(=O)CCC(F)(F)F)C1)NCc1ccc(F)c(F)c1 (stereo unspecified)	-1	-7	-11	-7	8	-6	-4	-8
COc1cc(/C=C2\SC(=S)N(NC(=O)c3ccccc3O)C2=O)ccc1O	-64	46	-17	15	0	27	5	10
COc1ccc(OC)c(Nc2nc(-c3sc(NC(=O)CC(C)C)nc3C)cs2)c1	5	0	1	9	-25	21	-8	2
O=C(COC(=O)c1cc(Br)ccc1O)NC1CCCCCC1	5	9	-5	4	14	-4	-5	4
CCC1=C(OC(=O)N(CC)CC)N2C(=O)OC(=NCC3CC3)[C@]2(C)[C@H]2C1=CC[C@H]1C(=O)N(C)C(=O)[C@H]12	2	-3	4	-10	19	-2	-3	-10
O=C(NCCN1CCOCC1)C(=O)c1c[nH]c2ccccc12	2	-4	-3	6	11	-30	1	2
O=C(O)c1ccccc1C(=O)N1CCN(S(=O)(=O)c2cccc(C(F)(F)F)c2)CC1	-2	3	14	-5	6	3	2	2
COc1cccc(/C=N/NC(=O)c2cc3c(OC)cccc3[nH]2)c1O	-9	10	-7	0	8	48	-1	-4
O=C(O)c1ccc(S(=O)(=O)Nc2cccc(CP(=O)(c3ccccc3)c3ccccc3)c2)cc1	17	12	18	-1	18	-6	-9	0
Cc1cc(C)c(C(=O)N2CCC(N3CCC(C(=O)NC(C)C)CC3)CC2)o1	-2	13	3	-5	-6	5	7	-9
COc1ccc(NC(=O)COC(=O)c2cc(OC)c(OC)c(OC)c2)c([N+](=O)[O-])c1	-6	3	-12	3	3	5	-12	7
CCOC(=O)C1=C(C)NC(SCC(=O)O)=C(C#N)C1c1ccco1 (stereo unspecified)	3	-22	10	-5	1	10	-3	1
O=C(NC1CCCC1)[C@@H]1CSC2c3ccccc3C(=O)N21 (stereo partly specified)	14	18	18	-4	4	-30	-10	5
COc1ccc(S(=O)(=O)N(Cc2cccnc2)Cc2cc3ccccc3[nH]c2=O)cc1	-3	19	2	0	-10	-9	4	0
CC1CCCCC12NC(=O)N(CC(=O)NCCc1c[nH]c3ccccc13)C2=O (stereo unspecified)	6	2	5	-3	14	-6	-12	0
Cc1noc(C)c1S(=O)(=O)N(C)C[C@H]1Oc2ccc(NC(=O)C3CC3)cc2C(=O)N([C@H](C)CO)C[C@@H]1C	4	6	-3	2	15	-6	8	3
CSc1ccccc1C(=O)C1CCCN(C(=O)NC(C)C)C1 (stereo unspecified)	14	9	3	-1	15	13	-19	-4
COCCN(CCOC)S(=O)(=O)c1ccc(C(=O)Nc2c(C)n(C)n(-c3ccccc3)c2=O)cc1	12	2	5	-7	14	3	-13	-3
NC(=O)C1CCN(C(=O)c2ccc(NS(=O)(=O)c3ccc(F)c(F)c3)cc2)CC1	-2	-10	5	-12	9	0	2	-4
O=C(Nc1ccc(N2CCOCC2)c(Cl)c1)c1ccc(-n2cnnc2)cc1Cl	-4	21	-3	-8	-22	30	8	6
CC(C)CN(C(=O)COC(=O)COc1ccc2c(c1)CCC2)c1c(N)n(Cc2ccccc2)c(=O)[nH]c1=O	2	-4	8	-6	1	-1	10	1
C=C1CCC2[C@](C)(CO[C@@H]3O[C@H](CO)[C@@H](O)[C@H](O)[C@H]3O)CCC[C@@]2(C)[C@@H]1CCC1=CCOC1=O (stereo partly specified)	-3	2	3	-7	-12	5	3	-2
CC(=O)c1cccc(NC(=O)c2cc(-c3ccco3)on2)c1	3	10	-53	3	20	6	4	3
CC(C)c1ccc(OCC(=O)NCc2ccco2)cc1	2	8	-8	-5	3	-5	0	3
O=C(CSc1ccc(Br)cc1)Nc1ccccc1N1CCOCC1	-2	10	1	43*	-20	8	15	-6
CN1C(=O)[C@@H]2[C@@H]3C[C@@H]([C@H]4ON=C(c5ccc(Cl)cc5Cl)[C@@H]34)[C@@H]2C1=O	6	9	7	-24	8	-7	-1	5
CSc1nnc(Cn2c(=O)sc3ccccc32)n1C	10	8	10	-5	1	-4	2	-12
Cc1ccccc1-c1nc(CN2CCC(C(=O)NCCN3CCOCC3)CC2)c(C)o1	0	18	-3	-1	15	-25	0	-1
CCOC(=O)C(C)n1cnc2c1c(=O)[nH]c(=O)n2C (stereo unspecified)	4	15	-2	2	-1	-1	-5	1

A portion of the library; the hit share may differ from the screen's.
